GDH-TPI counter: counter-screen for M. tuberculosis FBA inhibitors: GDH-TPI coupled enzymes | 360,000 compounds, 1.2% hits | GDH-TPI coupled enzyme counterscreen, NADH absorbance | inhibition, % at 4.8 µM;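 note: 0% = DMSO wells and 100% = wells lacking the enzyme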
PrPC TRFRET: cell surface PrPC inhibition, primary TR-FRET screen. inhibition, % at 13.8 µM. TR-FRET read-out. 370,000 compounds, 0.43% hits. AID 720596. P04156; in the data active = inhibition above about 24%; note: 0% = median of the test wells and 100% = reference compound wells
BoNT A protease: blocks Botulinum neurotoxin A light chain protease | multiplex microsphere protease substrate cleavage, flow cytometry | inhibition, % at 10 µM | 360,000 compounds, 0.17% hits; in the data active = inhibition above about 30%; inconclusive = no clear call, values can overlap the other calls; note: plate controls were buffer without enzyme for full effect and enzyme alone for no effect
BoNT-F LC inh: blocks Botulinum neurotoxin F light chain protease; Multiplex microsphere protease cleavage assay, flow cytometry; inhibition, % at 10 µM; 360,000 compounds, 0.22% hits; AID 588497; in the data active = inhibition above about 35%, passing the limit was not always enough; inconclusive = no clear call, values can overlap the other calls; note: plate controls were buffer without enzyme for full effect and enzyme alone for no effect
Mtb BioA inh: inhibitors of Mycobacterium tuberculosis BioA enzyme; 360,000 compounds, 0.096% hits; inhibition, % at 9.99 µM; purified M. tuberculosis BioA enzyme, plate reader; in the data active = inhibition above about 40%; inconclusive = no clear call, values can overlap the other calls
Mtb UGM inh: blocks M. tuberculosis UGM enzyme; purified UGM, fluorescence polarization probe displacement; inhibition, % at 10 µM; 320,000 compounds, 0.06% hits; AID 504406; in the data active = inhibition above about 10%, passing the limit was not always enough; inconclusive = no clear call, values can overlap the other calls
Target sequence (P9WIQ1 whole entry, looked up): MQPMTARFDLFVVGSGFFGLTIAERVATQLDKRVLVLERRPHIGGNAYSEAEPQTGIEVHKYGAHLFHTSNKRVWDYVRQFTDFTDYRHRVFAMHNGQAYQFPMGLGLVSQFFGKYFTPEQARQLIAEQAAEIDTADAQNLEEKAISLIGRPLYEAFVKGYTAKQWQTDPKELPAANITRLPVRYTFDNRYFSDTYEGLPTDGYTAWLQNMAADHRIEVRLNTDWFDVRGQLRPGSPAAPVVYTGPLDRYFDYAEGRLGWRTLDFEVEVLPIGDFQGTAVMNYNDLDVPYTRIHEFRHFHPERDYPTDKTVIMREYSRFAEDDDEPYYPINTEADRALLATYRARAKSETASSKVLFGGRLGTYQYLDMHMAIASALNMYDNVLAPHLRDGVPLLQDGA
CCHF vOTU inh: blocks the CCHF virus ovarian tumor domain protease; AID 651958; inhibition, % at 11.5 µM; CCHFV vOTU protease, Pep-AMC fluorescence; 370,000 compounds, 0.55% hits; note: 0% = vehicle wells with enzyme and 100% = no enzyme wells
FadD28 binding: blocks FadD28 binding to the bisubstrate probe; fluorescence polarization; inhibition, % at 12.5 µM; 360,000 compounds, 0.22% hits; AID 588549; in the data active = inhibition above about 8.5%, passing the limit was not always enough; inconclusive = no clear call, values can overlap the other calls
FBA Mtb inh: Mtb fructose-bisphosphate aldolase inhibition | P9WQA3 | purified M. tuberculosis FBA, fluorescence read-out | inhibition, % at 1 µM | 360,000 compounds, 2.3% hits | AID 588726; in the data active = inhibition above about 27%;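 note: 0% = vehicle and 100% = reference inhibitor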
Target sequence (P9WQA3 whole entry, looked up): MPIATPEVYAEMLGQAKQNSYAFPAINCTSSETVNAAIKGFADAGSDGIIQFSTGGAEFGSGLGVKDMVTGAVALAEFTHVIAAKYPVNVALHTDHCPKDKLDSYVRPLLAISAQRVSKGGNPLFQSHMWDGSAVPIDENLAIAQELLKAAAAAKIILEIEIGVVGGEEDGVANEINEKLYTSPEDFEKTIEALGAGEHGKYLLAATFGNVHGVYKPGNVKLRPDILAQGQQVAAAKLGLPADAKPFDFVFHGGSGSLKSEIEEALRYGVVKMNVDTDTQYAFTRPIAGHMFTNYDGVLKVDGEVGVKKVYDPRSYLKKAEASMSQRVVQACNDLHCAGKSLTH
* = called active by the depositor; ? = inconclusive; / = no result given; & = joins results of further samples. Cut-off read from the data, not from the text of the source, unless noted: active = inhibition above about 30%; inactive = the rest.

| Structure | GDH-TPI counter | PrPC TRFRET | BoNT A protease | BoNT-F LC inh | Mtb BioA inh | Mtb UGM inh | CCHF vOTU inh | FadD28 binding | FBA Mtb inh |
| --- | --- | --- | --- | --- | --- | --- | --- | --- | --- |
| O=C1CCC(C(=O)N2CCOCC2)CN1Cc1ccc(Cl)cc1 (configuration not stated) | 3 | -1 | 1.8 | 12 | 2.9 | 1.1 | 8 | 0.3 | 0 |
| CC(=O)c1cc2c(cc1NC(=O)CSc1nnc(C)s1)OCO2 | 8 | 0 | -0.4 | 12 | -2.7 | 4.0 | 1 | -0.1 | 5 |
| O=C1C=C(CCc2ccccc2)CCC1 | 3 | -5 | -0.8 | -5 | -0.5 | / | -3 | -1.2 | 0 |
| CCOC(=O)CSc1nnc(-c2ccc([N+](=O)[O-])cc2)o1 | 5 | -42 | 0.4 | 5 | / | -2.1 | 4 | -0.3 | -1 |
| CC(C)COc1ccc(S(=O)(=O)NNC(=O)c2cc3ccccc3o2)cc1 | 9 | 8 | 1.0 | -5 | 2.1 | 2.6 | 28 | -0.6 | 2 |
| Cn1c(CCC(=O)O)nc2cc(S(=O)(=O)N3CCCC3)ccc21 | -1 | 0 | -0.4 | 6 | -0.6 | 0.8 | -4 | 0.5 | -1 |
| COC(=O)C[C@@H]1C[C@H]2c3cc(NC(=O)Nc4ccccc4F)ccc3O[C@H]2[C@H](CO)O1 | 4 | -6 | 0.3 | 2 | -0.6&-0.3 | / | -7 | 0.6 | 0 |
| COc1c(Cl)cnn(-c2ccc(C)cc2)c1=O | 4 | -5 | -0.4 | -8 | 0.6 | 1.7 | -18 | 1.0 | -3 |
| Cc1ccc(C(=O)N2CCCC2)cc1S(=O)(=O)Nc1cccc(C)c1C | -6 | 9 | -0.7 | -3 | 0.3 | 1.2 | -2 | -2.6 | -5 |
| Cc1cc(C)nc(NS(=O)(=O)c2ccc(NC(=O)COc3ccccc3F)cc2)n1 | -4 | -1 | -0.2 | -9 | / | 0.2 | 4 | -1.4 | 1 |
| COC(=O)[C@@]12CCCCN1[C@H](c1ccc(-c3ccc4c(c3)OCO4)c(OC)c1)[C@@H]1C(=O)N(C)C(=O)[C@@H]12 | 1 | -1 | 0.0 | 2 | 1.3 | 2.1 | 0 | 1.0 | 0 |
| Cc1ccc(C2(CCNC(C)c3cccs3)CCOC(C(C)C)C2)cc1 (configuration not stated) | 4 | 0 | 0.0 | -6 | -1.4 | / | 1 | -3.9 | -1 |
| N=c1n(CCO)c2ccccc2n1Cc1ccccc1Cl | 8 | -7 | 1.4 | 33 | 0.3 | -0.5 | 2 | -1.1 | -4 |
| Cc1ccc(C(C)C)c(OCC(O)CN2CCOCC2)c1 (configuration not stated) | 9 | 6 | 0.5 | -4 | / | -0.3 | -2 | -3.1 | -1 |
| COc1ccc(NS(=O)(=O)c2cccc(C(=O)NN=Cc3ccc(O)c(OC)c3)c2)cc1 | 25 | -6 | 0.0 | -3 | -2.5 | -1.7 | 9 | -1.3 | 4 |
| Cc1[nH]c2ccccc2c1C(=O)COC(=O)C1CC(O)CN1S(=O)(=O)c1ccc(Cl)cc1 (configuration not stated) | 8 | -12 | 0.3 | -2 | 1.8 | / | 13 | -1.6 | 0 |
| CCCc1cc(NCCCN(C)C)n2c(nc3ccccc32)c1C#N | 6 | -7 | -2.3 | -16 | 0.9 | -0.3 | -167 | 0.5 | 112* |
| NC(=O)C1CCN(C(=O)CN2C(=O)c3ccccc3S2(=O)=O)CC1 | 0 | 2 | -0.5 | 3 | / | -0.2 | 9 | -0.4 | 4 |
| CCCC[C@@H]1Cc2[nH][nH]c(=O)c2[C@H](c2ccc3ccccc3c2)O1 | / | 4 | 0.7 | 0 | / | / | 17 | / | / |
| COc1ccc(NC(=O)CCc2nc3ccccc3s2)c(OC)c1 | 2 | 10 | 0.5 | -1 | / | 0.8 | 4 | -1.1 | 0 |
| c1ccc2c(c1)OCC(c1nn3cnnc3s1)O2 (configuration not stated) | 0 | 6 | 2.3 | ? | 0.4 | -1.2 | 3 | 0.3 | 1 |
| CC1(c2nc3ccccc3[nH]2)CCCC2=Nc3ccccc3CN21 (configuration not stated) | / | -15 | -0.1 | -3 | / | / | 2 | / | / |
| COCCCn1c2nc3ccccc3nc2c2c(=O)n(CC3CCCO3)cnc21 (configuration not stated) | 21 | -9 | 0.7 | 9 | 1.3 | -2.5 | -14 | -1.1 | 79* |
| O=C(Cc1ccc(Cl)cc1)Nc1ccc(-c2nnc(-c3ccco3)o2)cc1 | 19 | 0 | -1.2 | 0 | -6.8 | -3.0 | 7 | -4.3 | 59* |
| CC(=O)c1cccc(S(=O)(=O)N2CCC(C(=O)OC3CCOC3=O)CC2)c1 (configuration not stated) | 11 | -8 | 0.5 | -2 | 0.9 | -1.0 | 5 | -3.7 | -2 |
| CCCCc1ccc(NC(=S)NCc2cccc(OC)c2)cc1 | 5 | 4 | 0.0 | -6 | -1.0 | -0.7 | 14 | -0.8 | 1 |
| COC(=O)c1ccc(N2CCC(C)CC2)c(N)c1 | 12 | 1 | 1.7 | -2 | / | -1.6 | 5 | 0.1 | 3 |
| Cc1cc(C)c2c(c1)OC(O)(C(F)F)CC2=O (configuration not stated) | 5 | 7 | -0.6 | -6 | -0.5 | 1.8 | 1 | -1.9 | 0 |
| CC(=O)c1ccc(NC(=O)CSc2nnc(Cc3cccn3C)n2-c2ccc(F)cc2)cc1 | 0 | -7 | -1.2 | -6 | 7.1 | 2.7 | -4 | -0.4 | 3 |
| CN(CC(=O)Nc1cccc(F)c1)C(=O)CCCNC(=O)c1ccc(Cl)cc1 | 5 | -7 | -6.2 | ? | 4.2 | 0.6 | 11 | -0.4 | -1 |

Arranged by length of the SMILES (rising): 15 of the compounds above.
| Structure | GDH-TPI counter | PrPC TRFRET | BoNT A protease | BoNT-F LC inh | Mtb BioA inh | Mtb UGM inh | CCHF vOTU inh | FadD28 binding | FBA Mtb inh |
| --- | --- | --- | --- | --- | --- | --- | --- | --- | --- |
| O=C1C=C(CCc2ccccc2)CCC1 | 3 | -5 | -0.8 | -5 | -0.5 | / | -3 | -1.2 | 0 |
| COc1c(Cl)cnn(-c2ccc(C)cc2)c1=O | 4 | -5 | -0.4 | -8 | 0.6 | 1.7 | -18 | 1.0 | -3 |
| N=c1n(CCO)c2ccccc2n1Cc1ccccc1Cl | 8 | -7 | 1.4 | 33 | 0.3 | -0.5 | 2 | -1.1 | -4 |
| Cc1ccc(C(C)C)c(OCC(O)CN2CCOCC2)c1 (configuration not stated) | 9 | 6 | 0.5 | -4 | / | -0.3 | -2 | -3.1 | -1 |
| COc1ccc(NC(=O)CCc2nc3ccccc3s2)c(OC)c1 | 2 | 10 | 0.5 | -1 | / | 0.8 | 4 | -1.1 | 0 |
| O=C1CCC(C(=O)N2CCOCC2)CN1Cc1ccc(Cl)cc1 (configuration not stated) | 3 | -1 | 1.8 | 12 | 2.9 | 1.1 | 8 | 0.3 | 0 |
| CC(=O)c1cc2c(cc1NC(=O)CSc1nnc(C)s1)OCO2 | 8 | 0 | -0.4 | 12 | -2.7 | 4.0 | 1 | -0.1 | 5 |
| Cn1c(CCC(=O)O)nc2cc(S(=O)(=O)N3CCCC3)ccc21 | -1 | 0 | -0.4 | 6 | -0.6 | 0.8 | -4 | 0.5 | -1 |
| COCCCn1c2nc3ccccc3nc2c2c(=O)n(CC3CCCO3)cnc21 (configuration not stated) | 21 | -9 | 0.7 | 9 | 1.3 | -2.5 | -14 | -1.1 | 79* |
| Cc1ccc(C(=O)N2CCCC2)cc1S(=O)(=O)Nc1cccc(C)c1C | -6 | 9 | -0.7 | -3 | 0.3 | 1.2 | -2 | -2.6 | -5 |
| O=C(Cc1ccc(Cl)cc1)Nc1ccc(-c2nnc(-c3ccco3)o2)cc1 | 19 | 0 | -1.2 | 0 | -6.8 | -3.0 | 7 | -4.3 | 59* |
| CN(CC(=O)Nc1cccc(F)c1)C(=O)CCCNC(=O)c1ccc(Cl)cc1 | 5 | -7 | -6.2 | ? | 4.2 | 0.6 | 11 | -0.4 | -1 |
| Cc1cc(C)nc(NS(=O)(=O)c2ccc(NC(=O)COc3ccccc3F)cc2)n1 | -4 | -1 | -0.2 | -9 | / | 0.2 | 4 | -1.4 | 1 |
| CC(=O)c1ccc(NC(=O)CSc2nnc(Cc3cccn3C)n2-c2ccc(F)cc2)cc1 | 0 | -7 | -1.2 | -6 | 7.1 | 2.7 | -4 | -0.4 | 3 |
| COC(=O)C[C@@H]1C[C@H]2c3cc(NC(=O)Nc4ccccc4F)ccc3O[C@H]2[C@H](CO)O1 | 4 | -6 | 0.3 | 2 | -0.6&-0.3 | / | -7 | 0.6 | 0 |

Additional structures follow.
| Structure | GDH-TPI counter | PrPC TRFRET | BoNT A protease | BoNT-F LC inh | Mtb BioA inh | Mtb UGM inh | CCHF vOTU inh | FadD28 binding | FBA Mtb inh |
| --- | --- | --- | --- | --- | --- | --- | --- | --- | --- |
| CC(C)(C)OC(=O)N1CCC[C@H]1C(=O)Nc1ccc(C#N)cc1 | 12 | -2 | -1.3 | 12 | -1.3 | 2.1 | -6 | / | -2 |
| CC(C)CCN(Cc1ccco1)S(=O)(=O)c1csc(C(N)=O)c1 | -9 | 7 | -0.6 | 4 | 2.4 | -4.4 | 4 | -6.5 | -3 |
| Cc1ccc2c(c1)C(=O)C(=O)N2c1ccc(Cl)cc1 | 2 | -6 | -0.6 | 1 | -0.1 | 1.3 | 5 | 0.7 | 1 |
| CCCCn1c(SCC(=O)NC(=O)NCc2ccco2)nc2cc(S(N)(=O)=O)ccc21 | 1 | -6 | 1.8 | 13 | 3.3 | -1.1 | -21 | -3.8 | 2 |
| CCN(CC)S(=O)(=O)c1cccc(-c2nnc(SCC#N)n2Cc2ccccc2)c1 | -14 | -9 | 0.3 | -1 | 8.6 | 3.5 | -17 | -5.0 | -1 |
| CCOC(=O)CNC(=O)c1ccc2[nH]c3c(c2c1)CCCC3 | 1 | -7 | -0.3 | -16 | 1.0 | 0.6 | -22 | 2.4 | 22 |
| C/C=C(\C)CN1CCC(n2nccc2NC(=O)c2ccc(OC)cc2)CC1 | 1 | -4 | -0.2 | 0 | -0.7 | -1.2 | -13 | -2.1 | -2 |
| Cc1ccc(C)c(OCc2nc(-c3cccnc3)no2)c1 | -4 | 6 | -1.0 | -7 | -0.6 | -0.3 | -5 | 0.2 | 7 |
| Cc1ccccc1NC(=O)C(=O)NCCCN1CCCC1=O | -4 | 1 | -1.7 | ? | 0.1 | 2.1 | -8 | -2.0 | 1 |
| O=C(NC12CC3CC(CC(C3)C1)C2)N1CCN(S(=O)(=O)c2ccc(Cl)cc2)CC1 | 3 | -2 | 1.0 | 3 | -0.8 | -0.5 | -2 | -0.9 | -1 |
| Cc1cc(C(=O)NN=C2CCCC2)c2ccccc2n1 | -2 | 8 | 1.5 | -3 | 0.0 | / | 3 | -0.4 | 1 |
| CN1CCN(C(=O)c2ccc(CSc3ccc(Cl)cc3)cc2)CC1 | 6 | -5 | -0.7 | 1 | / | 0.7 | -11 | -3.5 | 0 |
| Nc1cc(C(F)(F)F)ccc1Nc1ccccc1 | 7 | 4 | -0.3 | -5 | 0.7 | -2.8 | 1 | -0.3 | 0 |
| O=C1c2ccccc2-c2c1c1ccccc1c(=O)n2CCO | 26 | -26 | -0.1 | 6 | / | / | -6 | -1.1 | 4 |
| CCn1c(SCC(=O)NCc2ccccc2)nnc1-c1ccccc1O | 9 | -6 | -0.3 | 1 | -0.6 | 0.5 | 11 | 0.1 | 0 |

Screening results from PubChem BioAssay.
